# CD40 NFkB inh = CD40 pathway inhibition in BL2 cells | BL2 NF-kB luciferase reporter, CD40L-induced, 4 h | inhibition, % at 10 µM | 83,000 compounds, 0.94% hits | AID 1053188;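 active = mean inhibition of at least 50% with a set share of replicates also reaching that level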;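 also: 0% = neutral control wells and 100% = IKK inhibitor VII at 50 µM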
# * marks the source's active call; other numbers are inactive results; [ ] = remark or other dose.
CD40 NFkB inh,SMILES
0,Cc1onc(-c2ccccc2)c1C(=O)NNC(=O)c1ccccc1
2,O=C(O)CCC(=O)NC(c1ccccc1)c1ccccc1
5,O=C(CCc1ccc(S(=O)(=O)N2CCOCC2)cc1)NCCCN1CCCC1=O
-3,O=C(COC(=O)c1ccc(C(F)(F)F)cc1)Nc1cccc(S(=O)(=O)N2CCCCC2)c1
-12,CC(O)(c1cccnc1)c1nc(-c2ccc3c(c2)OCO3)cs1 (stereo not drawn)
-7[25 µM],C[C@@H]1CN([C@@H](C)CO)C(=O)c2cc(NS(C)(=O)=O)ccc2O[C@@H](C)CCCCO[C@@H]1CN(C)C(=O)Cc1ccccc1
4,O=C(O)C1(Cc2nc3ccccc3[nH]2)CCCC1
7,CC1(C(=O)Nc2ccc3[nH]ncc3c2)CCN1C(=O)CCc1ccccc1 (stereo not drawn)
1,CS(=O)(=O)N1[C@H](CO)[C@@H](c2ccccc2)[C@@H]1C#N
9,COC(=O)Cn1cc([N+](=O)[O-])nc1C
10,COc1ccccc1NC(=O)c1ccc(S(=O)(=O)N(C)c2ccccc2)cc1
-2[25 µM],CCC(=O)N1CC[C@H]2[C@H](CO)Nc3ccc(C#Cc4ccccc4F)cc3[C@H]21
6,CC(=O)Nc1nc(SCc2cccc3ccccc23)n[nH]1
-4,Nc1nnc(CCOc2ccc(Cl)cc2)s1
20[25 µM],COc1ccccc1C#Cc1ccc([C@@H]2[C@H](CO)N3CCCCN(C(=O)C4CCC4)C[C@@H]23)cc1
20,Cc1c(C(=O)Nc2nonc2-c2ccc(F)cc2)oc2ccc(F)cc12
5,O=C(Nc1ccncc1)c1ccc(C(=O)Nc2ccncc2)cc1
18,CCNC(=O)NC(=O)COC(=O)CCCSc1nc2ccccc2s1
-1,CCCS(=O)(=O)NC(=O)C1(C)CCCN(C(=O)c2c(C)noc2C)C1 (stereo not drawn)
4,CN(C(=O)COC(=O)C1CCN(S(=O)(=O)c2c(Cl)cccc2Cl)CC1)C1CCCCC1
-4,O=S(=O)(c1ccc(Cl)cc1)c1ccccn1
-15[25 µM],CNC[C@H]1OCc2ccccc2-c2ccccc2C(=O)N([C@@H](C)CO)C[C@@H]1C
6,COc1cc(/C=c2\s/c(=C\C(=O)C(C)(C)C)[nH]c2=O)cc(OC)c1OC
-2,Cc1ccc(NCN2C(=O)c3ccccc3C2=O)cc1Cl
-24[25 µM],CCS(=O)(=O)Nc1ccc2c(c1)C(=O)N(C)[C@@H]1CC[C@@H](CC(=O)NC3CCCCC3)O[C@H]1CO2
1,COCC(C)N1CCC(Oc2ccc(C(=O)N3CCCC3)cc2)CC1 (stereo not drawn)
11,Cc1ccc(S(=O)(=O)N(C)C[C@H]2OCCCC[C@H](C)Oc3ccc(NS(=O)(=O)c4ccc(Cl)cc4)cc3C(=O)N([C@H](C)CO)C[C@H]2C)cc1
12,Cc1cccc(Cc2c(C)[nH]c(=O)c(C#N)c2C)c1
0,Cc1noc(C)c1S(=O)(=O)N(C)CC(=O)NCc1ccccc1
-89,O=C(Oc1ccc(-c2ccccc2)cc1)N1CCCCC1
12,COc1ccccc1CNC(=O)COc1cccc(-n2cnnn2)c1
1,CCCNC(=O)N1[C@H](CO)[C@H](c2ccc(C3=CCCC3)cc2)[C@H]1CNC(C)=O
16,CCOC(=O)c1ncn2c1CN(C)C(=O)c1cc(F)ccc1-2
3,COCC1CCN(Cc2nc(COc3ccccc3)no2)C1 (stereo not drawn)
4,Cc1ccccc1N/C(=N/S(=O)(=O)c1ccccc1)c1ccc(F)cc1
9,Cc1ccc(C(=O)N(CCc2ccccc2)Cc2ccccc2)cc1S(=O)(=O)N1CCOCC1
0,CCCn1c(N)c(N(CCOC)C(=O)C(C)Oc2ccc(F)cc2)c(=O)[nH]c1=O (stereo not drawn)
3,Cc1ccc(NC(=O)COC(=O)CCc2c(C)nc3ncnn3c2C)cc1
-39,O=C1CC(c2ccccc2)CC(O)=C1C=NC1CCCCC1 (stereo not drawn)
10,COCC(=O)NC(C)c1nc2ccccc2[nH]1 (stereo not drawn)
5[25 µM],O=C(C[C@H]1CC[C@H]2[C@@H](COC[C@@H](O)CN2S(=O)(=O)c2cccc(Cl)c2)O1)NC1Cc2ccccc2C1
27,NC(=O)CCC(NC(=O)c1ccc(Cl)cc1)C(=O)O (stereo not drawn)
-1,C[C@H]1CN(C)C(=O)c2cccnc2O[C@H]1CN(C)S(C)(=O)=O
6,Cc1ccc(S(=O)(=O)N2CCN(C(=O)COC(=O)CCc3ccccc3)CC2)c(C)c1
2,COc1cc2ncnc(NCc3ccc(Cl)cc3)c2cc1OC
4,CN(C)C(=O)c1ccc(NC(=O)CC2SC(N3CCCC3)=NC2=O)cc1 (stereo not drawn)
11,Cc1ccccc1C(=O)NCC(=O)O
10,CCc1ccc(S(=O)(=O)NCc2cn3ccsc3n2)s1
-13,CC(C)(C)NC(=O)COC(=O)c1cncc(Br)c1
2,Cc1cc(Cl)nc(Cl)c1C(=O)NC(=O)NCCC(C)C
-13,Cc1cc(C(=O)Nc2ccc(S(=O)(=O)N3CCCC3)cc2)cs1
7,CC(C(=O)Nc1ccc(N2CCOCC2)cc1)N1C(=O)NC(C)(C)C1=O (stereo not drawn)
11,NC(=O)c1nn(-c2ccccc2)nc1NC(=O)Cn1nnc(-c2ccccc2)n1
-6,COCCCNC(=O)c1c(N)n(/N=C/c2ccccn2)c2nc3ccccc3nc12
-1,CCC(C)NC(=O)c1cnc2n(c1=O)CCS2 (stereo not drawn)
2,O=C(NNS(=O)(=O)c1ccccc1)C(O)(c1ccccc1)c1ccccc1

# The list continues:
CD40 NFkB inh,SMILES
9[25 µM],C[C@@H]1CN([C@@H](C)CO)C(=O)c2cc(NS(C)(=O)=O)ccc2O[C@H]1CN(C)C
-31,CC12CCC(C(=O)NNc3ccccc3)(C(=O)C1=O)C2(C)C (stereo not drawn)
-9[25 µM],O=C(Cc1ccccn1)N1CC(=O)N2[C@@H](CO)[C@@H](c3ccc(C#CCC4CCCC4)cc3)[C@@H]2C1
-6,COc1ccc(OCC(=O)Nc2ccc3nc(C)sc3c2)cc1
9,CCOC(=O)c1c(N)n(CCOC(=O)c2cccs2)c2nc3ccccc3nc12
-3,Cc1nc2cc(N)ccc2n1C1CCCCC1
7,COc1ccc2nccnc2c1[N+](=O)[O-]
11,CCN1CCN(C(=O)CN2C(=O)COc3ccc(C)cc32)CC1
5,CN1CCN(C(=O)c2cc3nc(-c4ccccc4)cc(C(F)(F)F)n3n2)CC1
7,O=C(COc1ccc(Br)cc1)Nc1ccccc1C(=O)NC1CC1
4,c1ccc(C2=Nn3c(Cn4nnc5ccccc54)nnc3SC2)cc1
-11,CN(C)CCCNc1nc(-c2ccccc2)nc2ccccc12
-3,N[C@@H](Cc1cnc[nH]1)C(=O)Nc1ccc2ccccc2c1
7,Cc1ccc(S(N)(=O)=O)cc1
-16[25 µM],C[C@@H]1CN([C@@H](C)CO)C(=O)CCCn2cc(nn2)CO[C@@H]1CN(C)C(=O)Nc1ccc(-c2cccs2)cc1
-3,COc1ccccc1C(=O)NC(=O)COC(=O)c1ccc(Cl)cc1[N+](=O)[O-]
-4[25 µM],C/C=C/c1ccc([C@H]2[C@@H](CO)N[C@@H]2CN(C(=O)c2ccccc2F)C(C)C)cc1
-8,CCCc1cn(CC[C@@H]2CC[C@H](NC(=O)Cc3cccnc3)[C@@H](CO)O2)nn1
6,Cn1nnc(NC(=O)c2cccs2)n1
7,CCOC(=O)C1CCN(C(=O)COc2ccc(C(=O)c3ccccc3)cc2)CC1
19[25 µM],C[C@@H]1CN([C@H](C)CO)S(=O)(=O)c2ccc(C#CC(C)(C)O)cc2O[C@@H]1CN(C)Cc1ccc(F)cc1
5,CCC(=O)N1[C@@H](CO)[C@H](c2ccc(C3=CCCC3)cc2)[C@@H]1CNC(=O)CN(C)C
6[25 µM],O=C(C1CCC1)N1CC(=O)N2[C@H](CO)[C@@H](c3ccc(Br)cc3)[C@@H]2C1
31*,Cc1cc(OCC(=O)OCC(=O)NCc2ccco2)ccc1Cl
9,CCCCn1c(N)c(N(CC(C)C)C(=O)Cn2c(=O)oc3ccccc32)c(=O)[nH]c1=O
6[25 µM],O=C(Nc1ccccc1F)N1CCCCN2[C@@H](CO)[C@@H](c3ccc(/C=C/c4ccccc4)cc3)[C@@H]2C1
-34,Cc1cc(C(=O)N/N=C/c2ccc[nH]2)n[nH]1
-7[25 µM],COCC(=O)Nc1ccc2c(c1)[C@@H]1C[C@H](CC(=O)NCc3ccc4c(c3)OCO4)O[C@H](CO)[C@@H]1O2
-43,COc1ccc(C(=O)N2CCc3ccc(NC(=O)c4ccccn4)cc3C2)cc1F
-52,O=C(Cc1coc2cc3c(cc12)CCC3)NC1CCCCCCC1
-18,Cc1ccc(C)c(NC(=O)COC(=O)c2cc(=O)c3ccccc3o2)c1
-33,CC(=O)Nc1cccc(NC(=S)Nc2ccc(F)c(Cl)c2)c1
-1,N#C[C@H]1[C@@H](c2ccc(C#Cc3ccccc3F)cc2)[C@H](CO)N1C(=O)C1CCC1
-58,COc1ccc(N=CC2CCCCC2=O)c([N+](=O)[O-])c1 (stereo not drawn)
5[25 µM],NC(=O)CCCCn1ccc(NC(N)=NCC(F)(F)F)n1
-15,CCCCOC(=O)c1ccc(S(N)(=O)=O)o1
2[25 µM],COCC(=O)N1[C@H](C(=O)NCc2ccccc2)[C@@H](CO)[C@@H]2Cn3c(cccc3=O)[C@@H]21
4,CCCCC(=O)Nc1cc(NC(=O)CC)ccc1Cl
5,Cc1c(C(=O)OCc2ccccc2)nnn1-c1nonc1N
1,Cc1ccc(CN(C)C(=O)C2CCN(C(=O)Nc3ccccc3)CC2)o1
4[25 µM],CO[C@H](C(=O)N(C)C[C@@H]1OCc2ccccc2-c2ccccc2C(=O)N([C@@H](C)CO)C[C@H]1C)c1ccccc1
2,CCN(CC(=O)NC(C)C)C(=O)[C@@H](NC(=O)c1ccco1)C(C)C
1,CC(=O)N1[C@@H]2Cn3c(ccc(C4=CCCC4)c3=O)[C@H]1[C@@H](C(=O)NC1CCCCC1)[C@@H]2CO
1[25 µM],COCC(=O)N1[C@@H]2c3cccc(=O)n3C[C@@H]2[C@@H](CO)[C@@H]1C(=O)NCc1ccccc1
0,Cc1nc(CSc2nnc(C)s2)cs1
3,CCC(=O)Nc1nnc(C(C)(C)C)s1
8,O=C(CSc1nc(-c2ccccc2)nc2ccccc12)Nc1nccs1
-24,Cc1cc(C(=O)COC(=O)Cc2c(F)cccc2Cl)c(C)n1C
-6,CCOC(=O)C1=C(C)NC(C)=C(C(=O)OCC)C1C(=O)OCC(=O)N1CCCCC1CC (stereo not drawn)
5,CNCCCc1[nH]nc(N)c1C#N
-1,CCOC(=O)CNc1nc(Cl)c(C#N)s1
7,CSc1nc(C)c(C(=O)C[n+]2ccc(C)cc2)cc1C#N
8,O=C(NCCC1=CCCCC1)c1cc(-c2ccncc2)nc2ccccc12
18,COc1ccc(CN(C)CC(=O)c2c(N)n(Cc3ccccc3)c(=O)n(C)c2=O)c(OC)c1
4,Cc1cc(C)cc(-n2ncc3c2CCCC3NC(=O)CN2CCCCC2=O)c1 (stereo not drawn)
-9[25 µM],C[C@@H]1CN([C@H](C)CO)C(=O)CCCn2cc(nn2)CO[C@H]1CN(C)Cc1ccc(C(=O)Nc2ccccc2N)cc1

# Of the compounds above, these have an aryl thioether with sulfur outside any ring.
CD40 NFkB inh,SMILES
6,CC(=O)Nc1nc(SCc2cccc3ccccc23)n[nH]1
18,CCNC(=O)NC(=O)COC(=O)CCCSc1nc2ccccc2s1
0,Cc1nc(CSc2nnc(C)s2)cs1
8,O=C(CSc1nc(-c2ccccc2)nc2ccccc12)Nc1nccs1
7,CSc1nc(C)c(C(=O)C[n+]2ccc(C)cc2)cc1C#N

# (further entries)
CD40 NFkB inh,SMILES
4,COC(=O)c1ccc(CN2CCC(Oc3cccc(C(=O)N4CCOCC4)c3)CC2)cc1
-35,CCOc1ccc(-c2nnc(NC(=O)CCCOc3cccc(C)c3)o2)cc1
11,Cc1ccc(S(=O)(=O)N(C)C)cc1NC(=O)C(C)OC(=O)C1CCCC1 (stereo not drawn)
-33,O=C(Cc1cccs1)NCc1ccc2c(c1)OCO2
-3,CC(=O)Nc1ccc(S(=O)(=O)NCCC(=O)N2CCCCC2)cc1
-6,OC(CN1CCN(c2ccccc2)CC1)Cn1c2ccccc2c2ccccc21 (stereo not drawn)
5,O=C1CCCN1c1ccc(S(=O)(=O)N2CCN(c3ccccn3)CC2)cc1
-5,CN(C)CCCNC(=O)COc1ccc(Br)cc1Cl
10,O=C(O)C1CCCCC1C(=O)Nc1ccccc1Nc1ccccc1 (stereo not drawn)
4,O=C(OCC(=O)C12CC3CC(CC(C3)C1)C2)c1cnccn1
-10,CCOc1ccc2oc(C(=O)OCC(=O)NCC3CCCO3)c(C)c2c1 (stereo not drawn)
21,CSc1nc(=O)[nH]nc1Sc1ccccc1
-2,COc1ccc(-c2noc(CN(C(=O)c3ccc4c(c3)OCO4)C(C)C)n2)cc1OC

# Seven entries already listed, arranged by molecular weight, smallest number first:
CD40 NFkB inh,SMILES
-33,O=C(Cc1cccs1)NCc1ccc2c(c1)OCO2
4,O=C(OCC(=O)C12CC3CC(CC(C3)C1)C2)c1cnccn1
10,O=C(O)C1CCCCC1C(=O)Nc1ccccc1Nc1ccccc1 (stereo not drawn)
-5,CN(C)CCCNC(=O)COc1ccc(Br)cc1Cl
-3,CC(=O)Nc1ccc(S(=O)(=O)NCCC(=O)N2CCCCC2)cc1
5,O=C1CCCN1c1ccc(S(=O)(=O)N2CCN(c3ccccn3)CC2)cc1
-2,COc1ccc(-c2noc(CN(C(=O)c3ccc4c(c3)OCO4)C(C)C)n2)cc1OC

# Only part of the results is shown; rates above refer to the full screens.
